# Compound activity: PubChem BioAssay, National Center for Advancing Translational Sciences (NCATS)
# GLS inh – glutaminase GLS (human) inhibition; GLS enzymatic activity, qHTS titration; Potency, µM (doses to about 45.5 µM), for the others: at the top dose activity change, negative = inhibition, actives largely listed as inhibitors; 0.21% of 410,000 active; also: potency is read from the fitted curve at half-maximal effect; % is scaled to controls: 0 for no effect and ±100 for the full control effect
#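 hKGA in 45 mM KH2PO4 (pH 8.2), 0.02% Tween-20 with compound, then 1mM L-Glutamine (stock as added) plus glutamate oxidase/HRP/Amplex red coupling mix. Fluorescence read initially and after 30 min at RT; signal change reflects glutamate formation.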
# mIDH1 inhibitor – blocks human mutant IDH1 R132H enzyme; 0.093% of 390,000 active; Potency, µM (titrated, usually from 76.6 µM), inactives show top-dose activity change, negative = inhibition, actives largely listed as inhibitors; IDH1-R132H enzyme, NADPH consumption, diaphorase/resazurin fluorescence; O75874; also: potency is read from the fitted curve at half-maximal effect; % is scaled to controls: 0 for no effect and ±100 for the full control effect; nearly all actives have a fitted effect of over 65% in size
# Target sequence (O75874 whole entry R132H, stated change not applied): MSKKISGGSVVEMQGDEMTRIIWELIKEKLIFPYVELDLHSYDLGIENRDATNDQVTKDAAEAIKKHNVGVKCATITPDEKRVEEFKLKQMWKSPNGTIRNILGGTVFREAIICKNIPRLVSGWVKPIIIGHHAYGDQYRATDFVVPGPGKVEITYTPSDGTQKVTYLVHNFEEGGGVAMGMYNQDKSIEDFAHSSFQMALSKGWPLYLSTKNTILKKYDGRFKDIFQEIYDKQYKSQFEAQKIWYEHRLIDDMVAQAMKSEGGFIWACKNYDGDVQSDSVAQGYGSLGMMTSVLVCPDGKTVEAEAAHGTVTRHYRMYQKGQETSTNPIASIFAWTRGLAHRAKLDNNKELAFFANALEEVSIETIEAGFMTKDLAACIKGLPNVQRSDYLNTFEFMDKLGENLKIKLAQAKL
#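 IDH1-R132H (0.5 ug/mL dispensed) in pH 7.5 Tris buffer was preincubated 30 min with compound, then given a substrate mix of 0.016 mM NADPH and 2 mM alpha-KG for 80 min at room temperature; remaining NADPH was read by diaphorase/resazurin fluorescence.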
# USP1-UAF1 inh – USP1/UAF1 (human) deubiquitinase inhibition; recombinant USP1/UAF1, Ub-Rhodamine cleavage fluorescence; 0.23% of 390,000 active; O94782; Potency, µM (top dose mostly 57.1 µM), for the others: at the highest dose activity change, negative = inhibition, hits mostly inhibitors; also: potency is read from the fitted curve at half-maximal effect; % is scaled to controls: 0 for no effect and ±100 for the full control effect; nearly all actives have a fitted effect of over 60% in size; inactives centre near -12
#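 High-throughput fluorogenic screen: 1nM USP1/UAF1 complex, Ub-Rho substrate 150nM final, 50mM HEPES pH 7.8 with 0.5mM EDTA, 0.1 mg/ml BSA, 1mM TCEP and 0.01% Tween-20.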
# TrxR1 substrate – is turned over as a substrate by rat TrxR1; O89049; purified TrxR1 substrate turnover, NADPH consumption readout; Potency, µM (top dose mostly 114 µM), for the others: top-dose activity change, negative = substrate turnover; 0.01% of 390,000 active; also: potency is read from the fitted curve at half-maximal effect; % is scaled to controls: 0 for no effect and ±100 for the full control effect; nearly all actives have a fitted effect of over 50% in size
# Target sequence (O89049 whole entry, looked up): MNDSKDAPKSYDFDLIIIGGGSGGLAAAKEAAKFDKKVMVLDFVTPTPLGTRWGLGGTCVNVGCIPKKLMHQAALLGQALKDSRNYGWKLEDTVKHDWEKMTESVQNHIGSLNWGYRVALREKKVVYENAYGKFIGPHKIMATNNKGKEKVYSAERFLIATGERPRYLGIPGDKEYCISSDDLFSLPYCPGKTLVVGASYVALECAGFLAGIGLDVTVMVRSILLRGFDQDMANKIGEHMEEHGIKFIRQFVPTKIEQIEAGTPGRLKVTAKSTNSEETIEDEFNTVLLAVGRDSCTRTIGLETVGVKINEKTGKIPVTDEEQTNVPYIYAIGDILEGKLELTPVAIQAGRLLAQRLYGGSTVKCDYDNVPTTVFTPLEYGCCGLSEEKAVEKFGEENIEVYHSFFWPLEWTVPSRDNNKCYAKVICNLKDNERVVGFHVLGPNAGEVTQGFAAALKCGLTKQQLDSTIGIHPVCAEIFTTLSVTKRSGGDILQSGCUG
#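 Rat TrxR1, dispensed at 90 nM, was prereduced with 400 uM NADPH (final) for 5 min at ~22 deg C, then incubated with compound 15 min before 400 uM selenite. A first-read NADPH fluorescence drop versus no-compound background flagged substrates.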
# Pin1 inhibitor – blocks the human prolyl isomerase Pin1; Q13526; Pin1 FP peptide displacement, HiFluor488, 10 min; Potency, µM (titrated, usually from 115 µM), for the others: top-dose activity, negative = inhibition, usual class: inhibitors; 0.009% of 390,000 active; AID 504891; active = well fitted inhibition curve with a large enough effect in the polarisation, with a control signal flat, not every such curve was filed as active; inconclusive = small, poorly fitted or top-dose-only effect, or effect the other way, or a change in a side signal; inactive = no such curve, though single readings can be large or run the other way; the % refers to the polarisation; also: potency is read from the fitted curve at half-maximal effect; % is scaled to controls: 0 for no effect and ±100 for the full control effect
# HP1b chromo inh – blocks HP1-beta chromodomain binding to methylated histone tails; Potency, µM (doses to about 114 µM), for the others: at the highest dose activity change, negative = inhibition, most hits filed as inhibitors; AlphaScreen HP1-beta / biotin-H3K9me3 peptide binding; 0.56% of 390,000 active; P83916; also: potency is read from the fitted curve at half-maximal effect; nearly all actives have a fitted effect of over 70% in size; inactives centre near 23
#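 AlphaScreen: HP1-beta (50 nM) preformed 30 min with biotin-H3(1-18)K9me3 peptide (50 nM) in PBS pH 7.4, 0.01% Tween-20. Compound added for 30 min at RT, then streptavidin donor/nickel chelate acceptor beads (10 ug/mL) for 30 min.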
# TrxR1 inh – inhibitors of rat thioredoxin reductase 1 | O89049 | recombinant rTrxR1, NADPH fluorescence consumption, selenite substrate | Potency, µM (top dose mostly 114 µM), for inactives: at the top dose activity change, negative = inhibition, hits mostly inhibitors | 1% of 390,000 active | AID 588453; also: potency is read from the fitted curve at half-maximal effect; % is scaled to controls: 0 for no effect and ±100 for the full control effect; nearly all actives have a fitted effect of over 65% in size
#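 Rat TrxR1 (90 nM in the dispensed reagent) was pre-reduced with 400 uM NADPH for 5 min at room temperature, then incubated with compound for 15 min. After 400 uM selenite was added, NADPH fluorescence (Ex 340/Em 450 nm) was followed for 8 min.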
# PGK inhibitor – inhibitors of T. brucei phosphoglycerate kinase; P07378; PGK/GAPDH coupled, Kinase-Glo luminescence, 60 min; Potency, µM (top dose mostly 57.5 µM), without a hit: top-dose activity change, negative = inhibition, most hits filed as inhibitors; 0.043% of 380,000 active; also: potency is read from the fitted curve at half-maximal effect; % is scaled to controls: 0 for no effect and ±100 for the full control effect; nearly all actives have a fitted effect of over 60% in size
#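 Recombinant glycosomal PGK reaction used 1,3-bisphosphoglycerate generated in-well by GAPDH (100nM final) in 100mM TEA pH 7.6, 5mM MgCl2, 0.01% Tween-20. After 60 minutes at room temperature, ATP was read by Kinase-Glo Plus luminescence end-point.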
# PI4K2A inh – inhibitors of human PI4K2A. purified PI4K2A, ADP-Glo luminescence, 1 h; stronger effect = lower value. Q9BTU6. activity change, negative = inhibition, % at 76.9 µM. 0.13% of 420,000 active; in the data active = activity change below about -50%; inconclusive = mostly about -30% to -49%;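 also: -100% = wells without enzyme as full effect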
#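 ADP-Glo luminescence measured ADP generated by PI4K2A enzyme (4 ug/mL before mixing) with 1.2 mM PI substrate (pre-mix) and 300 microM ATP (pre-mix). Tris pH7.5 buffer with MgCl2, Triton X-100; 1 h reaction at ambient temperature.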
# Numbers without * were called inactive; i = inactive; u = inconclusive; x = not tested or not shown; [ ] = dose if it differs, or a comment. Unless noted, calls follow the shape of the dose curve; as a rule, active = well fitted curve in the direction sought with a large enough effect; inconclusive = small, poorly fitted or top-dose-only effect, or another doubt; inactive = no such curve, though single readings can be large; an effect the other way counts as inactive or inconclusive. Not all compounds are listed; rates above refer to the full screens.
SMILES,GLS inh,mIDH1 inhibitor,USP1-UAF1 inh,TrxR1 substrate,Pin1 inhibitor,HP1b chromo inh,TrxR1 inh,PGK inhibitor,PI4K2A inh
CCc1ccc(C=NC23CN4CN(CN(C4)C2)C3)s1,-11%,-3%,-16%,2%[57.1 µM],-1%,32%,5%[57.1 µM],-14%,13
CC(C)N1C(=O)C(O)(C2COC(C)(C)CC2=O)c2ccccc21 (configuration not stated),-2%,-4%,-2%,2%,6%,67%[activator],30%,3%,-2
CCCN(CC(=O)Nc1ccccc1C)C(=O)C1CC(=O)N(c2ccccc2C(C)CC)C1 (configuration not stated),1%,12%,0%,1%,-4%,32%,11%,-10%,-3
COc1ccc(C2C(C#N)=C(N)Oc3c2c(-c2ccccc2)nn3-c2ccccc2)c(OC)c1OC (configuration not stated),17%,0%,-6%,-5%,9%,u,-8%,-1%,-4
CN(C)C(=O)CSc1nc(-c2ccccc2)c(-c2ccccc2)o1,1%,-2%,-15%,12%[57.1 µM],-1%,u,15%[57.1 µM],5%,0
COC(=O)c1ccc(NC(=O)C23CC4CC(C2)CC(n2cnc(Cl)n2)(C4)C3)cc1,71%[activator],1%,0%,-1%,1%,-9%,4%,11%,-6
CCOC(=O)C1=CN(CC)S(=O)(=O)NC1CC (configuration not stated),-1%,-12%,0%,3%,-1%,20%,13%,3%,-1
O=C(c1ccco1)N1CCN(C(=O)C2(S(=O)(=O)c3ccc(Cl)cc3)CC2)CC1,-11%,-7%,-6%,2%[57.1 µM],9%,7%,-7%[57.1 µM],-7%,12
COCCCn1c(SCc2cccc(C(F)(F)F)c2)nc2cc(OC)c(OC)cc2c1=N,x,3%,0%,-7%,4%,9%,-9%,-6%,-3
CC(=O)N(CCc1ccccc1)Cc1cc2cc(C)ccc2[nH]c1=O,-11%,5%,-18%,6%,3%,22%,27%,-1%,0
COCc1cc(Sc2ccc(Cl)cc2Cl)nc(-c2ccccc2)n1,1%,0%,-5%,6%[57.1 µM],16%,138%[activator],13%[57.1 µM],-10%,7
CCC(C(=O)Nc1cc(C(=O)Nc2cc(C)ccn2)ccc1Cl)c1ccccc1 (configuration not stated),15%,1%,-10%,-1%,6%,12%,6%,5%,1
CCOC(=O)c1[nH]nc(N)c1NC(=O)c1ccc(Cl)cc1Cl,1%,-7%,-7%,-6%,2%,24%,1%,-7%,1
O=C(Cn1cccc1)NCc1cccs1,-4%,10%,-4%,-4%,3%,x,-2%,-10%,-6
CCC(C)NC(=O)c1ccc(NC(=O)C2=C(C)OCCS2)cc1 (configuration not stated),16%,-11%,-3%,-3%,-3%,12%,-5%[57.1 µM],-10%,8
Cc1ccc(NC(=O)Cn2c(=O)n(Cc3ccc4c(c3)OCO4)c(=O)c3ccccc32)cc1,-2%,-10%,u,-2%,-3%,13%,5%,-2%,0
O=Cc1cccc(OCc2cccc3ccccc23)c1,-12%,-4%,-24%,6%[57.1 µM],3%,148%[activator],6%[57.1 µM],-13%,4
CSc1cccc(NC(=O)CCCNC(=O)c2ccc(Cl)cc2)c1,1%,-5%,-12%,1%,7%,19%[57 µM],7%,-7%,3
CCN(CC)C(=O)C1=C(C)N(CCC2=CCCCC2)C(=O)C(CC(=O)NCc2cccs2)C1 (configuration not stated),12%,-1%,-4%,x,x,x,x,2%,6
O=C(COc1ccc(Br)cc1)Nc1nnc(-c2cccnc2)s1,6%,-6%,-8%,-5%,-1%,16%,8%,0%,8
CCOC(=O)c1ccc(CNC(=O)c2n[nH]c(=O)c3ccccc23)o1,-12%,-1%,-8%,0%,-2%,26%,-14%,1%,1
CCC(C(=O)Nc1ccccc1C(=O)OC)n1c(C)c2cnn(-c3ccccc3)c(=O)c2c1C (configuration not stated),3%,16%,-21%,0%,u,15%,17%,i,-3
Cn1c(=O)c2c(-c3cccc(Br)c3)n(C(C)(C)CO)cc2n(C)c1=O,-2%,x,u,-7%,1%,40%[activator],-2%,x,2
COc1cnn(Cc2ccccc2)c(=O)c1SCc1ccccc1,3%,4%,-6%,6%[57.1 µM],-12%,68%[activator],-3%[57.1 µM],-8%,-2
CN(C)C(=O)CSc1nnc([C@H](Cc2c[nH]c3ccccc23)NC(=O)OC(C)(C)C)o1,-2%,4%,0%,1%,-1%,21%,10%,-4%,2
SMILES,GLS inh,mIDH1 inhibitor,USP1-UAF1 inh,TrxR1 substrate,Pin1 inhibitor,HP1b chromo inh,TrxR1 inh,PGK inhibitor,PI4K2A inh
C1=CC2(C=C1)OC21CCC2(C=CC3(C2)OC3C2CCCCC2)CC1 (configuration not stated),-3%,-5%,-24%,x,x,x,x,-2%,-2
CCOc1ccc(CCNC(=O)NCc2noc3ccc(C)cc23)cc1,18%,-5%,-15%,-4%,-11%,31%,16%,7%,0
Cn1cccc1-c1cc2n(n1)CCC(=O)N2CCCC(=O)NCc1cccc(Cl)c1,-2%,-10%,u,4%[57.1 µM],5%,-1%[57 µM],15%[57.1 µM],-8%,4
O=C(CN(C(=O)c1ccc2c(c1)OCCO2)c1ccccc1)NCC1CCCO1 (configuration not stated),-11%,2%,-7%,-9%,-1%,71%[activator],-1%,-11%,1
CCOC(=O)C1CCN(CCC(=O)Nc2ccccc2)CC1,-2%,-2%,2%,-5%,1%,16%,-2%,2%,-5
Cc1cc(O)c(C=Nc2cccc(Cl)c2)c(=O)o1,2%,0%,u,-3%,u,28%,u,i,-6
CCOC(=O)C1=C(C)N=c2s/c(=C\c3ccc(OCC(=O)O)cc3)c(=O)n2C1c1ccc(Cl)cc1 (configuration not stated),u,-21%,u,-10%,u,40µM*,u,u,-21
COc1ccc(-n2c(=O)c3c4c(sc3n3c(SCCC(C)C)nnc23)COC(C(C)C)C4)cc1 (configuration not stated),u,-2%,-22%,-6%,1%,32%,-2%,-1%,3
COc1ccc(-c2nc(NC(=O)c3ccccc3)sc2-c2ccc([N+](=O)[O-])cc2)cc1,10%,1%,-21%,3%,u,4%,12%,2%,-4
c1csc(C(c2nnnn2C2CCCCC2)N2CCN(c3nc4ccccc4s3)CC2)c1 (configuration not stated),1%,4%,-17%,1%,0%,24%,8%,i,0
Cc1cc(C)c(C)c(OCC(=O)N2CCCCCC2)c1,-2%,4%,0%,4%,-4%,34%,6%,i,1
Cc1ccc(C)c(/C=C/C(=O)c2ccccc(=O)c2O)c1,1%,8%,-26%,-15%,7%,-26%,50µM*,-1%,-3
